Bioassay records as filed in PubChem.
CHRM4 PAM: human M4 muscarinic receptor positive allosteric modulators, primary screen, CHO-K1 cells, Fluo-8 calcium fluorescence; Muscarinic acetylcholine receptor M4 (Homo sapiens), P08173; CHO-K1 hM4/Gqi5, ACh EC20; 0% = ACh EC20, 100% = maximal ACh; activation, % at 3 µM; 360,000 compounds, 0.4% hits; AID 624126, 2012;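 active = activation above its plate's cutoff, the mean activation of sample wells plus 3 SD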; also: some results filed as inactive read as strong as hits
Target sequence (P08173 whole entry, looked up): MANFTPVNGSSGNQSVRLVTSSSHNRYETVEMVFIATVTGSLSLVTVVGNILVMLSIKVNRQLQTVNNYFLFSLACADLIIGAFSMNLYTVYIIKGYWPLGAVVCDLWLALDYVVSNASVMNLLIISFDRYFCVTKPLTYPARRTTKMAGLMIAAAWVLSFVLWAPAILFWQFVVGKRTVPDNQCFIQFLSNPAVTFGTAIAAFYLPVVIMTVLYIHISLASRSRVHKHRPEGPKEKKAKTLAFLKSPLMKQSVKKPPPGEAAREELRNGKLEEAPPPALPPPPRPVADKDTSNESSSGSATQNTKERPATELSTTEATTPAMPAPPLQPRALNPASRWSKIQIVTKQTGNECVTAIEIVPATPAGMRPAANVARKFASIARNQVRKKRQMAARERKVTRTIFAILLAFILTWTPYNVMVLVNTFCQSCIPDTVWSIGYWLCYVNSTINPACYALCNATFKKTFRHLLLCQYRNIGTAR
CHO-K1 Ca PAM: nonselective calcium activators in parental CHO-K1 cells, primary screen, counter-screen for M1 PAM project, cell-based, Fluo-8 calcium fluorescence, full deck, 1536-well. ATP EC20; 0% at ATP EC20, 100% at ATP max. activation, % at 3 µM. 360,000 compounds, 0.02% hits;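 active = activation above the run cutoff, the mean activation of all test compounds plus 3 SD, cut at about 40% in these data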;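 also: peak over basal fluorescence ratio in a 140 s read after ATP addition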
M5 PAM: human M5 muscarinic receptor positive allosteric modulators, primary screen, CHO-K1 cells, Fluo-8 calcium fluorescence | activation, % at 3 µM | CHO-K1 hM5, ACh EC20 PAM; 0% = ACh EC20, 100% = ACh EC100 | 360,000 compounds, 0.3% hits;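 active = activation above the run cutoff, the mean activation of all test compounds plus 3 SD, cut at about 18% in these data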
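Assay system: CHO-K1 hM5 cells. Also added: acetylcholine at EC20 concentration, added after compound. Dosing: 3 µM, single dose. Times: compound preincubation 140 s before EC20 acetylcholine addition. Signal: Fluo-8 calcium fluorescence. Measure: % activation relative to EC20 and EC100 ACh responses. Repeats: singlicate, one well per test compound.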
CRFBP-R2 block: antagonists of CRF-BP/CRF-R2 complex, primary screen, cell-based, HEK293, calcium dye fluorescence, uHTS; CRF-induced calcium fluorescence; inhibition, % at 11.8 µM; 350,000 compounds, 0.59% hits;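 active = inhibition of the ligand-induced calcium signal above about 50% at the single tested concentration, limit read from the data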
TAAR1 antagonist: human TAAR1 antagonists, primary screen, Fluo-8 calcium fluorescence, CHO RD-HGA16 cells; Trace amine-associated receptor 1 (Homo sapiens), Q96RJ0; antagonist; inhibition, % at 3 µM; 360,000 compounds, 1.5% hits; AID 624466, 2012;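 active = inhibition above a per-plate cutoff, the mean inhibition of test compounds on that plate plus 3 SD, cut at about 49% in these data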;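 also: 0% = DMSO plus EC80 beta-PEA response and 100% = DMSO alone without agonist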
Target sequence (Q96RJ0 whole entry, looked up): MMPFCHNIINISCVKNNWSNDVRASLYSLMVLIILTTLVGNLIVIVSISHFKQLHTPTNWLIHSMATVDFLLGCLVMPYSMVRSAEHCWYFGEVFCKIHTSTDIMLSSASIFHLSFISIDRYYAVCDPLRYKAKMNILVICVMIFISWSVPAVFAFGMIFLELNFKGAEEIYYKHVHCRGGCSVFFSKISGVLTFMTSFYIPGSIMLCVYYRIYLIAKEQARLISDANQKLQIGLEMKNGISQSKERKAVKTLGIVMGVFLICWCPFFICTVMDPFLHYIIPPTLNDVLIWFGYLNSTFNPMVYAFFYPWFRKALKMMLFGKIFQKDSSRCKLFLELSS
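Material: CHO RD-HGA16 cells bearing hTAAR1; compound dosing: one-point dosing, 3 µM nominal final; schedule: dye loading 75 min at 37 °C, then 30 min room temperature; measured by: calcium fluorescence with Fluo-8; control set: vehicle and agonist controls; replication: n of 1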
CHRM5 agonist: human M5 muscarinic receptor agonists, primary screen, CHO-K1 cells, Fluo-8 calcium fluorescence; 360,000 compounds, 0.19% hits; CHO-K1 hM5 cells; 0% DMSO wells, 100% maximal acetylcholine response; activation, % at 3 µM; Muscarinic acetylcholine receptor M5 (Homo sapiens), P08912;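 active = activation above the run's mean over test compounds plus 3 SD, cut at about 23% in these data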;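 also: signal is peak over basal fluorescence ratio across the kinetic read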
CHRM5 antagonist: human M5 muscarinic receptor antagonists, primary screen, CHO cells, Fluo-8 calcium fluorescence. inhibition, % at 3 µM. Muscarinic acetylcholine receptor M5 (Homo sapiens), P08912. 360,000 compounds, 0.59% hits. CHO-hM5 cells, ACh EC80;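 active = inhibition above a per-plate cutoff, the mean of that plate's test compounds plus 3 SD, cut at about 27% in these data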;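 also: 0% = acetylcholine EC80 with DMSO and 100% = DMSO without agonist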
CRFR2-BP ag: agonists of CRF-BP/CRF-R2 complex, primary screen, cell-based, HEK293, calcium dye fluorescence, uHTS. CRF-binding protein / CRF receptor 2 complex (human). calcium dye fluorescence (FLIPR); percent of saturating CRF peptide response. activation, % at 13.2 µM. 350,000 compounds, 0.46% hits;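 active = activation of at least 50%, plus an integration ratio under a set limit after plate pattern correction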;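 also: plate controls were neutral control wells without compound for no effect and CRF at EC100 for full effect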
TAAR1 ag: human TAAR1 agonists, primary screen, Fluo-8 calcium fluorescence, CHO RD-HGA16 cells. Trace amine-associated receptor 1 (Homo sapiens), Q96RJ0. vehicle wells 0%, saturating PEA agonist 100%. activation, % at 3 µM. 360,000 compounds, 0.99% hits;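 active = activation above the mean activation of all test compounds in the run plus 3 SD, cut at about 38% in these data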
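Assay system: CHO-derived RD-HGA16 cells with stable Gα16 and human TAAR1; timing: 17-24 h seeding, 75 min 37 °C dye, 30 min RT; read-out: % activation from peak over basal fluorescence ratio, DMSO-to-PEA scaled; measured by: kinetic Fluo-8 calcium fluorescence; benchmarks: low control DMSO, high control PEA (EC100); doses: 3 µM single concentration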
The depositor's hits bear a star; · = no result given. Not a hit list. About 4.2% of those tested had a hit in this group.

SMILES | CHRM4 PAM | CHO-K1 Ca PAM | M5 PAM | CRFBP-R2 block | TAAR1 antagonist | CHRM5 agonist | CHRM5 antagonist | CRFR2-BP ag | TAAR1 ag
COc1ccccc1NC(=O)Cn1cnc2c(oc3ccccc32)c1=O | 0 | 8 | 0 | -10 | 7 | 3 | 1 | -0.7 | 4
O=C(O)CC(C(=O)Nc1cccc(C(F)(F)F)c1)C1CCCO1 (stereo not drawn) | -4 | 8 | -6 | -1 | -10 | -4 | 19 | -1.0 | 1
COc1cc(C(=O)N(Cc2cc3ccccc3[nH]c2=O)CC2CCCO2)cc(OC)c1OC (stereo not drawn) | 6 | -6 | 16 | -9 | 14 | 1 | 0 | -0.4 | 1
COc1ccc(N(CCCN2C(=O)c3cccc4cccc(c34)C2=O)C(=O)c2ccncc2)cc1 | -2 | 21 | 7 | -7 | -7 | 1 | 1 | 0.5 | 1
OC(c1ccccc1)c1nc(-c2cc(F)cc(F)c2)cs1 (stereo not drawn) | 9 | 7 | 2 | · | -25 | 1 | 4 | · | 2
CCOc1cc(/C=C(\C#N)C(=O)Nc2cccc(C(=O)O)c2)ccc1OCc1ccc(Br)cc1 | 6 | 23 | 5 | 13 | 1 | -3 | -7 | 0.3 | -1
O=S1(=O)CC(O)C(N(CCO)C(=S)Nc2ccccc2)C1 (stereo not drawn) | -6 | 6 | -5 | 10 | -34 | 2 | 7 | 1.1 | 1
CC(=NCc1ccco1)c1c(C)[nH]n(-c2nc3ccccc3s2)c1=O | 0 | 5 | -1 | -4 | 7 | 3 | 1 | -1.6 | 6
Cc1n[nH]c2ccccc2c1=O | 0 | 4 | 2 | 3 | -3 | 2 | 2 | 1.8 | 1
COc1ccc(C)cc1NC(=O)CSc1nnc2ccc(-c3cccnc3)nn12 | 4 | 13 | -2 | 2 | -4 | -4 | -1 | -0.8 | 2
OCCn1c(CSc2nc3ccccc3n2CCO)nc2ccccc21 | 1 | 4 | -9 | 15 | 6 | 3 | 5 | 0.4 | 2
O=C(CSc1cccc[n+]1[O-])Nc1ccc2c(c1)OCO2 | 6 | 16 | -4 | 4 | -4 | 1 | 10 | -0.8 | 1
COC(=O)c1ccc(COc2ccccc2/C=N/Nc2cccc(C(=O)O)c2)cc1 | -13 | 6 | -10 | 5 | -6 | -5 | 8 | -2.3 | 2
CCN(CC)C(=O)c1cc(-c2ccccc2OC)on1 | 21 | 9 | 2 | -15 | 0 | -4 | -5 | -3.7 | 16
Cc1ccnc2nc(C(=O)OCC(=O)NCc3cccc(Cl)c3)nn12 | 10 | 8 | -4 | 10 | 14 | 0 | 17 | -2.2 | 4
O=[N+]([O-])c1ccc(OCCn2cncn2)cc1 | -3 | -6 | -3 | 8 | 6 | -1 | 12 | 0.0 | 5
CCCn1nnnc1NCc1ccc(C(C)C)cc1 | -6 | 7 | -7 | -5 | -16 | -9 | 9 | -0.2 | 5
CCN(CC)CCN(C(=O)CCOc1ccccc1)c1nc2c(F)cc(F)cc2s1 | 28 | 23 | 8 | 2 | -37 | -8 | 1 | 3.9 | 3
CC(OC(=O)CCc1nc2ccccc2c(=O)[nH]1)C(=O)Nc1ccc2c(c1)OCO2 (stereo not drawn) | 3 | 6 | 0 | 8 | 5 | 3 | 4 | -0.9 | -1
Cc1ccccc1Cn1c(=O)n(CCCC(=O)NCc2ccco2)c(=O)c2ccccc21 | 1 | 7 | -3 | 6 | -7 | -2 | -8 | -1.2 | 21
CCN(CC)C(=O)CN1C(=O)C2(OCC(C)(C)CO2)c2ccccc21 | 12 | 16 | 1 | 5 | -23 | 0 | 7 | -0.5 | 6
Cc1nc(Sc2ccc(Br)cc2)c(C#N)c(C)c1[N+](=O)[O-] | -4 | -19 | -3 | 16 | 10 | -4 | 4 | -0.9 | 3
COc1ccc(C2CC(=O)C(C=NCCCN3CCOCC3)=C(O)C2)cc1 (stereo not drawn) | 4 | 21 | 4 | 43 | -11 | 0 | -5 | -2.2 | 2
N#Cc1c(Cl)nsc1NC(=O)c1ccccc1 | -13 | 4 | -10 | 56* | -2 | 10 | 15 | 47 | 16
CN1C(=O)c2ccccc2C(C(=O)NCCCN2CCCC2)C1c1c[nH]c2ccccc12 (stereo not drawn) | 4 | 19 | 1 | -10 | · | -4 | -4 | 4.1 | ·
CCOC(=O)c1cnc2c(C)c(-c3ccccc3)[nH]n2c1=O | 1 | 10 | 0 | 18 | 1 | -1 | -6 | 4.0 | -1
CCC(=O)OCCNc1cc(Sc2nc3ccccc3[nH]2)c2nonc2c1[N+](=O)[O-] | -10 | 18 | -7 | 40 | 20 | -2 | 22 | 8.1 | 11
Cc1ccc(-c2nn3c(C)nnc3s2)cc1N | -5 | 2 | 0 | 2 | 24 | 5 | -4 | -0.5 | 2
Cc1ccc(NC(=O)C2=CN3CCS(=O)(=O)N=C3C=C2)cc1 | 3 | 10 | -1 | 10 | 2 | 0 | 12 | -3.0 | 5
O=C(Cc1ccc(Cl)cc1)Nc1ccc(NC(=O)c2ccccc2)cc1 | 13 | -11 | -3 | 19 | -9 | 0 | 5 | -0.1 | 3
CCCc1cc(=O)[nH]c(SCC(=O)Nc2cc(S(=O)(=O)N(CC)c3ccccc3)ccc2Cl)n1 | 0 | -1 | -6 | 2 | -5 | -5 | 10 | -6.2 | 16
O=C(N/N=C/c1cccnc1)c1ccccc1 | 5 | -2 | -2 | 19 | 10 | -2 | 4 | 2.9 | -1
Cc1cc(C)cc(NC(=O)C2CCN(S(=O)(=O)c3ccc4[nH]c(=O)ccc4c3)CC2)c1 | -2 | -4 | -6 | -4 | 24 | -1 | 3 | -3.5 | 1
CCc1ccc2c(c1)C(c1ccc([N+](=O)[O-])cc1)=NNC(c1ccc(Br)cc1)=N2 | 1 | 18 | -1 | 6 | -21 | -1 | 3 | -2.5 | 2
NNC(=O)CCn1nnc2ccccc21 | 1 | 1 | -2 | -9 | -11 | 2 | 4 | 0.5 | 0
CCN(CC)c1ccc(C(=S)N2CCN(c3ccccc3)CC2)cc1 | 0 | 22 | 3 | 25 | 3 | -1 | -3 | 0.0 | 7
CCCCC(=O)Nc1ccc(C(=O)NNC(=O)c2ccc(C)c(Br)c2)cc1 | -3 | 25 | 0 | 21 | 15 | -1 | -2 | -1.2 | -1
CC(NS(=O)(=O)c1ccc(Cl)cc1)C(=O)N1CCOCC1 (stereo not drawn) | 9 | 7 | -1 | -9 | -3 | -2 | 8 | 0.9 | 4
CCN(C(=O)COC(=O)CCc1ccc(OC)cc1)c1c(N)n(Cc2ccccc2)c(=O)[nH]c1=O | -4 | 6 | 6 | 2 | -18 | 3 | 2 | -1.0 | 1
COc1cc(-c2cc(OC)c3c(C)oc(C)c3c(=O)c2)ccc1O | -3 | -2 | -2 | -6 | 18 | 1 | 0 | 4.2 | 17
CCc1nc(N)nc(N)c1-c1ccc(N(C)Cc2ccccc2)c([N+](=O)[O-])c1 | -12 | 6 | -43 | -9 | 76* | -4 | 17 | -0.7 | 39*
O=[N+]([O-])c1ccc(C2CCCC/C2=N/OCc2ccc(F)cc2)c([N+](=O)[O-])c1 (stereo not drawn) | -11 | 27 | -6 | 9 | 18 | -4 | -7 | -1.4 | 21
Cc1ccc(C2(C)NC(=O)N(CC(=O)N(Cc3ccccc3)C(C)(C)C)C2=O)cc1 (stereo not drawn) | 7 | -6 | -4 | -7 | -1 | -1 | 10 | 0.8 | -1
Nc1nnc(SCC(=O)Nc2cccc(S(N)(=O)=O)c2)s1 | 12 | 13 | -2 | 4 | -16 | 5 | 5 | 0.4 | 2
Cc1ccc(CCNC(=O)c2nc(CS(=O)(=O)c3ccc(Cl)cc3)no2)cc1 | -15 | -8 | -16 | 0 | 57* | 1 | 0 | -0.9 | 5
O=C(Cc1ccccc1)NCC(=O)OCC(=O)c1cccs1 | -4 | -8 | -3 | 10 | -13 | 0 | 7 | -2.3 | 14
Cc1ccc(C2=CSC3=NNC4(CCCCC4)NN23)cc1 | -6 | -16 | -2 | -3 | 19 | -3 | 6 | -1.1 | 1
CCN(CC)C(=O)[C@H]1C[C@H](CC(=O)NCC23CC4CC(CC(C4)C2)C3)C(=O)N2CCc3c([nH]c4cc(CCC(=O)N(C)C)ccc34)[C@]12C | -5 | 14 | -1 | 10 | -23 | 1 | 5 | -1.1 | 2
Fc1ccc(-c2n[nH]c(=S)n2Cc2ccccc2)cc1 | -4 | -32 | -2 | 1 | · | -8 | 4 | -0.5 | ·
CCOC(=O)C1(CC2CC2)CCN(Cc2ccc(C(=O)OC)cc2)CC1 | -45 | -5 | -19 | 5 | -31 | -19 | 24 | -0.3 | 7

4 entries from above, as tab-separated lines:
Compound	CHRM4 PAM	CHO-K1 Ca PAM	M5 PAM	CRFBP-R2 block	TAAR1 antagonist	CHRM5 agonist	CHRM5 antagonist	CRFR2-BP ag	TAAR1 ag
O=[N+]([O-])c1ccc(C2CCCC/C2=N/OCc2ccc(F)cc2)c([N+](=O)[O-])c1 (stereo not drawn)	-11	27	-6	9	18	-4	-7	-1.4	21
Cc1ccc(C2(C)NC(=O)N(CC(=O)N(Cc3ccccc3)C(C)(C)C)C2=O)cc1 (stereo not drawn)	7	-6	-4	-7	-1	-1	10	0.8	-1
Nc1nnc(SCC(=O)Nc2cccc(S(N)(=O)=O)c2)s1	12	13	-2	4	-16	5	5	0.4	2
Cc1ccc(CCNC(=O)c2nc(CS(=O)(=O)c3ccc(Cl)cc3)no2)cc1	-15	-8	-16	0	57*	1	0	-0.9	5

Carrying on:
SMILES | CHRM4 PAM | CHO-K1 Ca PAM | M5 PAM | CRFBP-R2 block | TAAR1 antagonist | CHRM5 agonist | CHRM5 antagonist | CRFR2-BP ag | TAAR1 ag
C#CCOCCOCCOCCNc1nc(N2CCN(C(=O)[C@H](CC(N)=O)n3cc(C(N)[C@H](C)CC)nn3)CC2)nc(N2CCN(C(=O)[C@H](CC(N)=O)n3cc(C(N)[C@@H](C)CC)nn3)CC2)n1 (stereo partly drawn) | 4 | 19 | -1 | -1 | 9 | -1 | 15 | -0.6 | 14
CCCOC(=O)C(C)n1c(-c2ccccc2)nc2ccccc2c1=O (stereo not drawn) | -9 | 17 | 2 | -8 | 8 | 2 | 3 | 7.5 | 1
COc1ccc(/C=N/Nc2ncnc(Cl)c2N)cc1OC | 0 | 19 | 0 | -19 | 2 | 2 | -6 | -0.4 | 0
CCOCCCNC(=O)C(c1ccc(OC)cc1)N(Cc1ccc2c(c1)OCO2)C(=O)c1ccccn1 (stereo not drawn) | -5 | 7 | -6 | -5 | -4 | 1 | 7 | 1.3 | 6
